Eya2 phos inh: Eya2 (human) phosphatase inhibition; O00167; recombinant Eya2, OMFP fluorescence dephosphorylation (OMFP is methylfluorescein phosphate); Potency, µM (titrated, usually from 76.9 µM), without a hit: at the top dose activity, negative = inhibition, most hits filed as inhibitors; hit rate 0.006% among 330,000; AID 488837; also: potency is read from the fitted curve at half-maximal effect; % is scaled to controls: 0 for no effect and ±100 for the full control effect
Target sequence (O00167 whole entry, looked up): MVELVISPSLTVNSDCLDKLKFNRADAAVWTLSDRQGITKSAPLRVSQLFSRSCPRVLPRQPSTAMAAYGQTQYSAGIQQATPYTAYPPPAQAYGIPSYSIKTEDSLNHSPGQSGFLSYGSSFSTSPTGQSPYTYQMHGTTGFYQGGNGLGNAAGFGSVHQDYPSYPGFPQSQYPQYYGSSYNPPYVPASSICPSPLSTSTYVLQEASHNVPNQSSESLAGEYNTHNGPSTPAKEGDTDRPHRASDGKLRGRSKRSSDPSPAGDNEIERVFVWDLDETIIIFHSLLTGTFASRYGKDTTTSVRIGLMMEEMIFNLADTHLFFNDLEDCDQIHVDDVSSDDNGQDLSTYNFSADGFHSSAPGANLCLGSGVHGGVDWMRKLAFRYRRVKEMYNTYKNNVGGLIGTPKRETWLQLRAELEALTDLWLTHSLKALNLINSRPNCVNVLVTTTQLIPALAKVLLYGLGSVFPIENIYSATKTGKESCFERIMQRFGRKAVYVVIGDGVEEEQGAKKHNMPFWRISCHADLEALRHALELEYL
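Eya2 (0.2 uM) preincubated 10 min at ambient with compound, then OMFP substrate added at 50 uM; 10 min reaction in 50 mM HEPES pH 7.5, 50 mM NaCl, 5 uM MgCl2, 0.05% BSA, 1 mM DTT. Fluorescence read at Ex 485/Em 525 nm.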
ELG1 genotox: genotoxicity induction in ELG1-luciferase HEK293T cells | AID 504466 | hit rate 1.3% among 330,000 | HEK293T ELG1-luciferase reporter, luminescence, 16 h | Potency, µM (highest dose often 46 µM), without a hit: top-dose activity change, positive = activation, hits mostly activators; also: potency is read from the fitted curve at half-maximal effect; % of control where 0% means no effect; nearly all actives have a fitted effect of over 60% in size
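DMSO vehicle served as control against compound-treated ELG1-luciferase HEK293T cells; exposure lasted 16 hr at 37 °C and 5% CO2, followed by ONE-Glo luminescence detection after 30 min.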
TSG101-PTAP inh: blocks PTAP/TSG101 interaction to inhibit HIV-1 budding | Q99816 | Fluorescence polarization, FITC-PTAP peptide / Tsg101 binding | Potency, µM (highest dose often 115 µM), without a hit: at the top dose activity change, negative = inhibition, actives largely listed as inhibitors | 340,000 tested, under 10 active; active = well fitted inhibition curve with a large enough effect in the main read-out, with a control signal flat, not every such curve was filed as active; inconclusive = small, poorly fitted or top-dose-only effect, or effect the other way, or a change in a side signal; inactive = no such curve, though single readings can be large or run the other way; also: potency is read from the fitted curve at half-maximal effect; % of control where 0% means no effect
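Compounds were pin-transferred onto Tsg101 binding domain (10 uM final) in HEPES pH 7.5 buffer, then FITC-PTAP peptide was added at 50 nM final. After 20 min at RT, polarization reported peptide displacement across a qHTS concentration series.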
USP2a inh: USP2a (human) protease inhibition. Potency, µM (top dose mostly 38.3 µM), inactives show top-dose activity change, negative = inhibition, actives largely listed as inhibitors. USP2 core, Ub-CHOP2 coupled fluorogenic reporter, 485/531. O75604. AID 463254. hit rate 0.01% among 330,000;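 also: potency is read from the fitted curve at half-maximal effect; plate controls were DMSO wells for no effect and full inhibition by NEM control for full effect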
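Cell-free coupled assay: 10nM USP2 core preincubated 30min RT with compound in Tris-HCl pH 8.0/CaCl2/CHAPS buffer, then 25nM Ub-CHOP2 and 25nM reporter substrate; fluorescence (Ex 485/Em 531) read after 60min RT, normalized to NEM inhibition, concentration-response curves fitted.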
uPA surface inh: cell surface uPA generation inhibition; cell surface uPA generation assay, qHTS; Potency, µM (highest dose often 38.3 µM), for the others: top-dose activity change, negative = inhibition, most hits filed as inhibitors; hit rate 0.31% among 330,000; active = well fitted inhibition curve with a large enough effect; inconclusive = small, poorly fitted or top-dose-only effect; inactive = no such curve, though single readings can be large or run the other way; tested in mouse RAW 264.7 cells; also: potency is read from the fitted curve at half-maximal effect; % is scaled to controls: 0 for no effect and ±100 for the full control effect; nearly all actives have a fitted effect of over 55% in size
B2AR arrestin: agonists driving beta-arrestin recruitment to human beta2-adrenergic receptor. P07550. beta-arrestin recruitment to beta2AR, cell-based reporter. Potency, µM (doses to about 46.1 µM), inactives show at the top dose activation, hits mostly activators. hit rate 0.02% among 330,000. AID 492947;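 also: potency is read from the fitted curve at half-maximal effect; 0% = DMSO controls and full agonism = EC100 isoproterenol or metaproterenol; nearly all actives have a fitted effect of over 65% in size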
Target sequence (P07550 whole entry, looked up): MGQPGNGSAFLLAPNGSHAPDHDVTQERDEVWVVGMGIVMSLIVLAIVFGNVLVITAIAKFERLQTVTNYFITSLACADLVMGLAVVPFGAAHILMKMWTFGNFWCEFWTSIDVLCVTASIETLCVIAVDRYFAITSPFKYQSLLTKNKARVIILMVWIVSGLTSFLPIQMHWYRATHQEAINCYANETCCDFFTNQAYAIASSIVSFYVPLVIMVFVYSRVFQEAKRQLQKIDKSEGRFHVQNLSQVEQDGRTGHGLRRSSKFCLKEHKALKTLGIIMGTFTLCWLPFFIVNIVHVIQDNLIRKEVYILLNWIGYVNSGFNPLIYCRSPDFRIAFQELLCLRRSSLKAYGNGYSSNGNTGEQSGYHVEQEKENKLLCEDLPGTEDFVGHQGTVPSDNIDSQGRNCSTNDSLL
TRPV1 ag: human TRPV1 agonism. Q8NER1. TRPV1-expressing cells, Fluo-8 calcium influx, agonist mode. activation, % at 8.33 µM. hit rate 0.19% among 320,000; in the data active = activation above about 80%; inconclusive = between about 30% and that limit; also: 0% is about no effect
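Fluo-8 calcium influx in TRPV1-expressing cells, kinetic read (ex 480/em 520 nm). Compound added and read 3 min for agonist activity, followed by capsaicin at EC20 final and 2 min further read for enhancement.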
p53 reactivator: restores transcriptional activity of mutant p53; H1299 p53-A138V BP100-luciferase reporter, luminescence, 24 h; AID 504706; hit rate 0.063% among 320,000; Potency, µM (titrated, usually from 92.2 µM), for inactives: at the top dose activity change, positive = activation, most hits filed as activators; also: potency is read from the fitted curve at half-maximal effect; % of control where 0% means no effect; nearly all actives have a fitted effect of over 45% in size
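p53-null H1299 cells stably carrying temperature-sensitive p53-A138V and a BP100-luciferase reporter were pinned with compounds (4-point, 1:5 series) and held 24 hrs at 37 deg C. Luminescence was read 10 min after detection reagent.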
BRCA1 expr act: BRCA1 expression activation; MCF7-BRCA1-FFLuc reporter, luminescence, 48 h; response scale: scaled: vehicle 0%, 10 µM genistein 100%; Potency, µM (titrated, usually from 46.1 µM), without a hit: at the top dose activation, actives largely listed as activators; hit rate 1.1% among 380,000; AID 624202; also: potency is read from the fitted curve at half-maximal effect; nearly all actives have a fitted effect of over 80% in size; some results filed as inactive show a strong effect at the top dose
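Compounds are tested at multiple concentrations on MCF7 BRCA1-luciferase reporter cells seeded at 2000 per well; after 48 h, a single luminescence end-point is taken and curves fitted to the normalized data.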
a7 integrin act: activates integrin-mediated alleviation for muscular dystrophy; alpha7betagal myoblasts, beta-gal FDG fluorescence, 48 h; Potency, µM (titrated, usually from 38.3 µM), without a hit: at the top dose activation, usual class: activators; hit rate 0.064% among 350,000;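 also: potency is read from the fitted curve at half-maximal effect; 100% = response of the positive control SU9516; nearly all actives have a fitted effect of over 60% in size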
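alpha7betagal+/- myoblasts (passage 13, 250/well) treated 48 h at 37C with compounds at 1:260 dilution of DMSO stock. Lysed, then beta-galactosidase activity read as FDG fluorescence (ex 480/em 540) after 30 min, with pre-read for autofluorescence.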
ASM inhibitor: blocks human secretory acid sphingomyelinase; placental ASM, HMU-PC fluorogenic substrate, 60 min; AID 504937; hit rate 0.006% among 340,000; P17405; Potency, µM (series often up to 57.5 µM), without a hit: at the highest dose activity change, negative = inhibition, most hits filed as inhibitors; also: potency is read from the fitted curve at half-maximal effect
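Steps: dispense placental human ASM, pin compound, wait 10 min at room temperature, add HMU-PC0 substrate at 9 uM final, incubate 60 min at 37 °C, add stop solution raising pH to 10, read fluorescence.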
Active calls of the source: *; i = inactive; ? = inconclusive; nt = not tested or not shown; & = joins results of further samples; [ ] = remark or other dose. Unless noted, calls follow the shape of the dose curve; as a rule, active = well fitted curve in the direction sought with a large enough effect; inconclusive = small, poorly fitted or top-dose-only effect, or another doubt; inactive = no such curve, though single readings can be large; an effect the other way counts as inactive or inconclusive.

molecule	B2AR arrestin	p53 reactivator	TSG101-PTAP inh	uPA surface inh	ASM inhibitor	TRPV1 ag	ELG1 genotox	Eya2 phos inh	a7 integrin act	BRCA1 expr act	USP2a inh
CCCNS(=O)(=O)c1ccc(NC(=O)c2ccccn2)cc1	-0.1%	5%	-5%	3%	1%	-2	5%	1%	20%	15%	2%
Cc1nc(N2CCCC2)c2ccsc2n1	0.3%	1%	0%	-4%	2%	-3	-7%	-13%	-18%	-1%	0%
CCOC(=O)c1ccccc1N/C=C/C(=O)c1cccs1	-0.2%	16µM*	0%	-4%	186%[activator]	9	2%	-9%	-21%	-36%	1%
Cn1c(NCc2cc(Br)ccc2O)nc2ccccc21	-0.6%	4%	-5%	1%	2%	-3	7%	1%	-4%	9%	-13%
Cc1cc(C)c(S(=O)(=O)NCc2cccnc2)cc1C	-0.4%	-7%	0%	-16%	7%	17	-3%	-4%	4%	-13%	0%
COc1cc(CN2CCN(c3ccccc3F)CC2)c([N+](=O)[O-])cc1OC	2.1%	5%	-5%	-11%	-4%	-1	-8%	0%	0%	-1%	-1%
CCc1ccc(-c2cc(C(=O)NCc3ccccn3)c3ccccc3n2)cc1	1.5%	28%	-3%	-11%	39%	?	-13%	-9%	-11%	29%	0%
Nc1nnc(-c2ccccc2[N+](=O)[O-])o1	-0.4%	-1%	-2%	0%	4%	-2	2%	-3%	-10%	0%	0%
CCOC(=O)c1sc(/N=C/N(C)C)nc1C	0.0%	21%	-2%	-1%	1%	-2	3%	6%	-15%	-6%	-1%
CC(C)CC(=O)NCc1ccc(F)cc1	0.4%	-6%	-4%	2%	4%	11	0%	-7%	-12%	-14%	1%
Cc1ccc(CCNS(=O)(=O)c2cc3c(cc2C)NC(=O)CO3)cc1	0.1%	4%	0%	-3%	-1%	-2	0%	-13%	0%	-18%	-1%
CC1CCN(C(=O)CCNC(=O)c2ccccc2)CC1	-1.6%	20%	1%	0%	17%	-1	?	3%	-6%	?	0%
CCc1nnc(SCC(=O)NC2CCCC2)nc1CC	-1.1%	5%	-4%	2%	5%	-1	2%	-2%	0%[7.66 µM]	5%	-1%
O=C(CS(=O)(=O)c1cn(Cc2ccc(Cl)cc2)c2ccccc12)N1CCOCC1	-0.6%	-3%	1%	-6%	-2%	0	-3%	4%	0%	-4%	3%
CC(C(=O)Nc1ccccn1)c1ccccc1 (configuration not stated)	-0.9%	0%	-3%	16%	0%	1	0%	?	11%	-3%	0%
Cc1ccc(CC2C(=O)N(CC(=O)O)C(=O)C2C)cc1 (configuration not stated)	-0.2%	4%	-1%	-3%	0%	3	1%	11%	17%	4%[1.84 µM]	1%
Nc1cc(Cl)nnc1Cl	-1.0%	0%	-2%	-3%	5%	2	-2%	12%	1%	-1%	2%
Cc1ccc(C(=O)N2CCN(c3cnn(C)c(=O)c3Cl)CC2)cc1	0.0%	-4%	-11%	-7%	-4%	1	3%	-6%	0%	-4%	0%
CC1CC1C(=O)OCC(=O)c1c(N)n(C)c(=O)n(C)c1=O (configuration not stated)	0.1%	5%	-4%	-21%	6%	0	-4%	-6%	-13%	-12%	0%
CS(=O)(=O)N1CCc2cc(C(=O)N3CCN(c4ccccc4)CC3)ccc21	0.0%	-4%	1%	-3%	-2%	17	-6%	9%	-1%	-20%	-1%
NC(=O)c1ccc(SCC(=O)OCC(=O)N2CCCC2=O)c([N+](=O)[O-])c1	0.3%	1%	0%	2%	3%	-5	1%	-6%	23%	1%	-1%
Cc1cc(C)c2nc(-c3ccccn3)cc(C(=O)Nc3ccc(S(=O)(=O)Nc4cc(C)on4)cc3)c2c1	-1.1%	0%	-5%	nt	-5%	28	-6%	0%	17%	-33%	-6%
CCc1ccc(NC(=O)COC(=O)CCCC2=NS(=O)(=O)c3ccccc3N2)cc1	0.1%	2%	0%	0%	-1%	2	5%	16%	?	-14%&10%	4%
O=C(Cc1csc(NC(=O)c2ccc(F)cc2)n1)NO	-0.3%	1%	-6%	-10%	-19%	-1	4%	-7%	0%	-1%	2%
c1ccc(N2CCN(c3ccccc3)C2c2ccncc2)cc1	-0.1%	15%	-9%	-11%	-1%	-3	-11%	-33%	7%	0%	-8%
COC(=O)c1c(C(=O)OC)c(-c2cccc(F)c2)n2c1CS(=O)C2 (configuration not stated)	-0.2%	0%	-4%	4%	6%	2	1%	-2%	-20%	-8%	0%
Cc1ccc(Sc2ccc(CN3CCCC3)cc2[N+](=O)[O-])cc1	-1.0%	2%	2%	-2%	-9%	1	-1%	-6%	-56%	-33%	-7%
COc1ccc(CN2C(=O)c3ccccc3C2OC)cc1 (configuration not stated)	0.1%	nt	0%	-1%	1%	8	4%	5%	20%	1%	-2%
CCCCC(NC(=O)Cc1c(C)c2cc3c4c(oc3cc2oc1=O)CCCC4)C(=O)O (configuration not stated)	-0.2%	0%	-3%	-2%	i	16	2%	-6%	3%	7%	-4%
Cc1cc(NS(=O)(=O)c2ccc(NC(=O)/C=C/c3c(F)cccc3Cl)cc2)no1	-0.6%	-10%	-1%	1%	-4%	1	5%	11%	21%	17%	-1%
CCN(CC)S(=O)(=O)c1ccc(N2CCN(C)CC2)c(NC(=O)Nc2ccc(C)cc2)c1	-0.7%	-3%	-7%	2%	-2%	1	16%	1%	-66%[inhibitor]	-12%	-16%
COc1ccc(N2CCN(C(=O)Cn3nnc(-c4ccccc4N)n3)CC2)cc1	0.0%	-1%	-8%	-1%	-4%	2	5%	2%	-17%	0%	-4%
CCN(CC)S(=O)(=O)c1ccc(NC(=O)c2ccc(Sc3nncn3C)c([N+](=O)[O-])c2)cc1	3.6%	-9%	0%	-2%	-7%	1	0%	-5%	3%	-12%	0%
Cc1c(NC(=S)NC(=O)CCc2ccccc2)c(=O)n(-c2ccccc2)n1C	0.3%	2%	-2%	nt	1%	0	2%	5%	36%	-18%	2%
CCn1c(SCC(=O)N2CCCCC2)nc(O)cc1=O	-0.8%	4%	-1%	-3%	5%	1	0%	-4%	3%	-6%	5%
CC(NC(=O)c1ccccc1NC(=O)c1ccncc1)c1ccccc1 (configuration not stated)	0.1%	-2%	-7%	3%	2%	9	1%	5%	5%	10%	1%
Cc1ccccc1C(=O)Nc1ccnn1C1CCN(Cc2cnn(C(C)C)c2)CC1	-0.6%	?	nt	4%	-2%	-3	2%	-6%	-22%	-18%	-1%
Cc1ccc(S(=O)(=O)NCCS(=O)(=O)N2CCN(c3ccc(F)cc3)CC2)cc1	0.4%	0%	-4%	15%	-3%	1	-5%	-12%	9%	-4%	0%
c1ccc2cc(Sc3ncnc4c3oc3ccccc34)ccc2c1	-1.1%	?	1%	2%	0%	-4	1%	-19%	8%	11%	5%
COC(=O)c1c(-c2ccc(OC)cc2)sc2cc3c(cc12)OCO3	-0.8%	?	-4%	-3%	105%	9	?	-7%	-43%	?	5%
Cc1ccc(Sc2ncccc2N)cc1	nt	nt	-6%	-1%	4%	nt	nt	nt	5%	2%	nt
Cc1ccc2c(c1)C(=O)C(=O)N2CCCOc1ccccc1C	-0.1%	-1%	-7%	1%	-7%	0	-1%	5%	-54%[inhibitor]	5%	0%
CCC(=O)Oc1ccc(C(=O)Nc2cccc(C(=O)NC(C)(C)C)c2)cc1	-1.6%	-4%	-3%	-1%	-3%	1	-1%	0%	-5%	-1%	10%
CCCN(CC1CC1)C(=O)COc1ccccc1C(=O)NCc1ccccc1	0.2%	1%	-6%	1%	-2%	?	-10%	-4%	13%	-1%	2%
O=C(Nc1ccc(S(=O)(=O)NC2=NCCCCC2)cc1)c1ccc(Cl)cc1Cl	-1.6%	-2%	2%	-1%	-2%	?	?	-23%	-10%	-30%	4%

Assay outcomes (PubChem BioAssay)
